From PubChem
RAD52 anneal inh – RAD52 DNA annealing inhibitors, primary screen, biochemical, FRET, single point, set 2 | DNA repair protein RAD52 homolog (Homo sapiens), P43351 | recombinant RAD52 DNA annealing, FRET fluorescence | inhibition, % at 18.7 µM | 360,000 compounds, 0.46% hits;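 active = every replicate showing at least 50% inhibition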
S100A4 MyoIIA – inhibitors of S100A4-myosin IIA peptide binding, primary screen, biochemical, fluorescence polarization, TAMRA-MyoIIA peptide; Protein S100-A4 (Homo sapiens), P26447; inhibition, % at 10.7 µM; 360,000 compounds, 0.14% hits; AID 652163, 2013;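 active = mean inhibition of at least 70% across replicates, with every replicate also reaching that level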
Target sequence (P26447 whole entry, looked up): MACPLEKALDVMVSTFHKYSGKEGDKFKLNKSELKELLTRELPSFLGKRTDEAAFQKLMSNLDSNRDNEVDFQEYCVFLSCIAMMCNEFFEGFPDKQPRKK
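Material: S100A4 monomer (human). Medium: Calcium-containing HEPES buffer, pH 7.2. Probe or stimulus: labelled myosin peptide probe, 5 nM. Compound dosing: one concentration per compound. Timing: polarization read 5 min after assay mix addition, stable 5–60 min. Benchmarks: DMSO as neutral control, TFP as positive control.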
FN deposition inh – inhibitors of fibronectin matrix deposition, primary screen, AH1F cells, Alexa488-fibronectin fluorescence, plate reader; AH1F fibroblasts, overnight; inhibition, % at 12.6 µM; 350,000 compounds, 0.086% hits;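 active = mean inhibition across replicates of 30% or more, regardless of how many single replicates reach that level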;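 also: positive control wells lacked labelled fibronectin entirely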
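Assay system: AH1F fibroblast monolayer, labelled fibronectin deposition. Amount: 10000 cells per well. Also added: labelled fibronectin 24 nM. Compound: single-point pinned compound. Incubation: cell attachment 1 h, compound and FN exposure overnight. Detection: fluorescence after three HBSS washes, excitation 485 nm, emission 525 nm. Read-out: inhibition of fibronectin deposition signal.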
RAD54 branch – inhibitors of human RAD54 branch migration, primary screen, biochemical, fluorescence, single point. DNA repair and recombination protein RAD54-like (Homo sapiens), Q92698. RAD54 Holliday junction branch migration, FAM/BHQ fluorescence. inhibition, % at 10.4 µM. 360,000 compounds, 0.14% hits. AID 602329, 2012;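 active = mean normalized replicate activity at least 40 and at least half of replicates scoring 40 or more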;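 also: 0% = median of neutral control wells and 100% = median of positive control wells; inhibitors cause a drop in the FAM fluorescence signal; in these data hits start at about 50%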
E-sel inducer – E-selectin induction in HUVECs, primary screen, imaging, HUVEC, immunofluorescence imaging, single point | normalized: neutral wells 0, TNF-alpha wells 100 | 260,000 compounds, 0.37% hits | activation, % at 7.58 µM | AID 686992, 2013 | P16581;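 active = mean E-selectin-positive cell signal at least 10% of the positive control, reached in at least 60% of replicates, without over 20% cell loss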;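 also: in these data hits start at about 27%; measured in HUVEC primary endothelial cells; signal is the percent of cells scored E-selectin positive by PE staining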
Target sequence (P16581 whole entry, looked up): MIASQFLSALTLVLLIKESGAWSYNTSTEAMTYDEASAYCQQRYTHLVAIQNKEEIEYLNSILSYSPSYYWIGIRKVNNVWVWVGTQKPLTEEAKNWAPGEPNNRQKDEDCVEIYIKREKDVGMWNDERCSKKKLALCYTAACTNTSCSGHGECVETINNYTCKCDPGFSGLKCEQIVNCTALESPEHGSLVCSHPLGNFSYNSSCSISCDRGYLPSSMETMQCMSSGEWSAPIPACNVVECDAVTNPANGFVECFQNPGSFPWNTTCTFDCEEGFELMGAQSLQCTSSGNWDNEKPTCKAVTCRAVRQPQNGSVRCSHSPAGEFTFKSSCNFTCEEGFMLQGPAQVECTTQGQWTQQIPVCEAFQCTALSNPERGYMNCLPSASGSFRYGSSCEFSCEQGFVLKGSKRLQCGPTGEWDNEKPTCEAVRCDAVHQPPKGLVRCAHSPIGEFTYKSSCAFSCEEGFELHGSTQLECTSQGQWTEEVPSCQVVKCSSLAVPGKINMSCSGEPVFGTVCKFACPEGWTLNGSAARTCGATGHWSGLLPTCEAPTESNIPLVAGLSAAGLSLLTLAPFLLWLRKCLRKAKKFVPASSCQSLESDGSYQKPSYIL
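Test system: HUVEC | Signal: Immunofluorescence imaging | Read-out: Percent E-selectin-positive cells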
esBAF inh – Bmi1 luciferase reporter increase in mESCs, primary screen, esBAF inhibitor project, mouse ES cells, Bmi1 luciferase knock-in, single point | reporter increase, % at 12.5 µM | 350,000 compounds, 2% hits | 24 h; 100% = twice the neutral-well signal | AID 602393, 2012; in the data active = activation above about 40%;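 also: 0% = median of the plate's neutral control wells and 100% = double that signal; a rise in the Bmi1 reporter signal indicates esBAF inhibition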
EWS-Fli block – EWS/Fli-driven NR0B1 reporter inhibitors, primary screen, A673 cells, NR0B1 luciferase, luminescence, MLPCN library; viability-normalised; inhibition, % at 12.6 µM; 350,000 compounds, 0.67% hits;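 active = mean inhibition of at least 50% after viability correction, with every replicate also passing that limit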;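 also: firefly luciferase signal divided by Alamar Blue viability fluorescence both relative to DMSO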
Xi reactivation – activators of inactive X chromosome reactivation, primary screen, imaging, XiGFP fibroblasts, GFP high-content imaging, set 2 | XiGFP mouse fibroblasts, % GFP-positive cells imaging, 3 d; cells co-treated with 5-aza-dC sensitizer; scaled so ellipticine positive control = 100% | activation, % at 7.58 µM | 360,000 compounds, 0.055% hits | AID 743238, 2013;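 active = mean normalized replicate activation at least 10% and every replicate at or above 10%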;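 also: 0% = median of on-plate neutral control wells and 100% = ellipticine 6 µM median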
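material = 68-5-11 XiGFP fibroblast line | medium = DMEM plus 5-aza-dC sensitizer | schedule = 3 days compound exposure | benchmarks = positive control ellipticine, 6 µM final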
Active calls of the source: *; nt = no result given.

SMILES	RAD52 anneal inh	S100A4 MyoIIA	FN deposition inh	RAD54 branch	E-sel inducer	esBAF inh	EWS-Fli block	Xi reactivation
NS(=O)(=O)c1ccc(Nc2ccccc2)c([N+](=O)[O-])c1	7.5	0.2	2.2	nt	0.6	-5.3	1.2	0.0
COc1ccccc1C(=O)NCCC(=O)OCC(=O)Nc1ccc(S(N)(=O)=O)cc1	-5.5	-1.7	5.1	-20.8	-0.1	-5.6	2.3	0.2
COCC(=O)Nc1ccc2c(c1)C(=O)N(C)C[C@@H](OC)[C@H](C)CN(C(C)=O)[C@H](C)CO2	3.8	5.3	2.7	-1.6	0.2	-0.6	-7.1	-0.2
Cc1cccc(C)c1NC(=O)Cn1c(=O)n(CCCC(=O)NC2CCN(Cc3ccccc3)CC2)c(=O)c2ccccc21	-20.2	0.4	0.9	-8.8	0.1	-5.1	-0.4	0.1
O=C(Nc1cccc(F)c1)N1CCCCN2[C@H](C1)[C@@H](c1ccc(C#CC3CC3)cc1)[C@@H]2CO	-29.4	18.6	nt	-0.3	-0.1	nt	-2.8	0.0
C#CCNC(=O)c1ccc(OCc2ccccc2)cc1Cl	-6.9	23.5	5.2	nt	nt	nt	-12.3	0.6
COc1ccc(/C=N\NC(=O)c2ccc([N+](=O)[O-])c(C)c2)cc1COc1ccccc1C(N)=O	-11.5	-0.5	3.2	0.5	nt	-3.9	-5.2	0.4
C[C@@H]1CCCCO[C@@H](CN(C)C(=O)C2CCCCC2)[C@H](C)CN([C@@H](C)CO)C(=O)c2cc(NC(=O)CCCCCC(=O)Nc3ccccc3N)ccc2O1	-1.1	5.4	nt	2.7	0.1	3.9	24.4	-0.9
COc1cc(Cl)cc(C=O)c1OCC(=O)O	-10.8	-4.4	nt	-14.8	nt	0.5	-10.6	0.0
CO[C@@H]1CN(C)C(=O)c2cc(NC(=O)NC(C)C)ccc2OC[C@H](C)N(CCC(F)(F)F)C[C@@H]1C	nt	nt	nt	0.8	0.0	-1.5	1.1	0.1
CC(=O)N1[C@H](CO)[C@H]2c3ccccc3N(C(=O)c3ccccc3)C[C@H]21	-7.6	-8.7	nt	2.6	-0.3	-3.3	-9.5	0.0
COCCCNC(=O)Cn1ccc(NC(=O)OCc2ccccc2)nc1=O	-0.7	-0.2	1.5	5.5	-0.5	4.0	-10.3	0.0
COc1cc(-c2coc3c(C(=O)NCc4cccc(Cl)c4)cccc23)ccc1O	-8.8	-3.0	-7.7	5.9	0.4	17.5	27.5	0.0
CC(C)NC(=O)Nc1ccc2c(c1)C(=O)N([C@H](C)CO)C[C@@H](C)[C@H](CN(C)C(=O)C1CCCCC1)OCCCC[C@@H](C)O2	-4.9	12.8	11.2	-1.3	-0.1	11.4	1.7	0.0
CCC(=O)Nc1ccc2c(c1)C(=O)N(C)C[C@H](OC)[C@H](C)CN(Cc1cncnc1)[C@H](C)CO2	nt	nt	-5.5	nt	0.2	-1.4	-1.3	0.4
COc1cccc(-c2cccc3c4c([nH]c23)[C@@H]2C[C@H]3[C@@H](C(=O)N2CC4)[C@H](C)ON3C)c1	-12.7	-4.3	3.9	nt	-0.2	nt	-3.0	0.0
COc1cccc(OC)c1C(=O)OCc1c(-c2ccccc2)ncc2ccccc12	-14.8	-4.5	-1.3	3.4	0.0	-5.2	2.9	-0.1
C[C@@H]1CN([C@@H](C)CO)C(=O)c2ccccc2-c2ccccc2CO[C@H]1CN(C)S(=O)(=O)c1ccc(F)cc1	2.5	-1.7	-14.9	4.6	-0.4	-5.0	3.1	-0.1
O=C(COC(=O)c1ccc2ncsc2c1)NC(=O)NCc1ccccc1	-22.7	4.6	8.4	nt	0.9	nt	-4.1	0.0
O=[N+]([O-])c1cc([N+](=O)[O-])c(Oc2cc(Cl)cc(Cl)c2)cc1NN1CCCCC1	1.2	-6.7	-6.3	-0.2	-0.1	-1.3	13.2	-0.3
COc1ccc(NC(=O)c2cc(-c3cc(F)ccc3OC(C)C)n[nH]2)cc1OC	4.5	-0.1	7.0	3.2	6.6	1.4	1.3	0.0
CO[C@@H]1CN(C)C(=O)c2cc(NC(=O)C3CC3)ccc2OC[C@H](C)N(C)C[C@H]1C	-5.5	-43.6	-9.7	-3.6	0.0	0.8	-6.6	-0.4
CCC(=O)Nc1c2c(nn1-c1ccccc1)CSC2	-19.8	2.0	-5.5	0.7	nt	1.8	8.6	0.0
CC(=O)Nc1ccc(CN2C(=O)C(CCc3ccccc3)ON=C2c2cnccn2)cc1 (stereo unspecified)	-16.3	-16.3	4.1	-6.4	nt	46.6*	-35.2	0.0
C[C@@H]1CN([C@H](C)CO)C(=O)Cc2cc(NC(=O)Nc3cccc4ccccc34)ccc2O[C@H]1CN(C)Cc1ccc(-c2ccccc2)cc1	7.4	3.9	nt	nt	0.4	-7.9	0.7	-0.1
COc1ccc(NC(=O)CN(C)S(=O)(=O)c2ccc(Br)s2)cc1	-13.9	-0.2	3.3	9.9	0.1	5.6	-2.6	0.3
CC(C)CC#Cc1cnc2c(c1)C(=O)N([C@H](C)CO)C[C@@H](C)[C@H](CN(C)Cc1ccccc1C(=O)O)O2	14.1	-5.4	-17.3	-0.7	-0.6	-7.6	6.6	-0.6
CN1C(=O)c2cc(NC(=O)c3cccs3)ccc2OC[C@H]2O[C@H](CC(=O)NCCN3CCCCC3)CC[C@@H]21	9.5	-6.7	-6.7	-2.4	0.0	4.9	6.7	0.1
O=C(O)c1sccc1NC(=O)c1c(Cl)cccc1Cl	-4.9	-2.5	7.2	5.7	0.3	-7.8	-3.5	0.0
O=C1NC2c3ccccc3CC2O1 (stereo unspecified)	-8.0	-0.3	-6.8	-11.0	-0.1	-4.1	1.8	0.0
COc1ccc(S(=O)(=O)N2C[C@@H](O)COC[C@H]3O[C@@H](CC(=O)N[C@@H]4CCN(Cc5ccccc5)C4)CC[C@@H]32)cc1	-9.3	17.5	8.3	-3.1	0.0	2.7	9.3	0.1
C=CCC1(C#N)C(=S)NC2=C(C(=O)CC(C)(C)C2)C1c1ccc(Br)cc1 (stereo unspecified)	1.1	2.5	-0.2	4.3	0.2	nt	-7.6	0.1
CC(C)c1ccc(C2C(C(=O)c3ccco3)=C(O)C(=O)N2CC2CCCO2)cc1 (stereo unspecified)	-13.6	-11.2	-1.3	5.8	nt	1.1	2.4	0.1
COc1cc(OC)c(Nc2cc(C)nc3nc(C)nn23)cc1Cl	-7.9	34.1	-14.3	-1.4	0.1	-4.5	-2.3	0.3
Cc1[nH]n(-c2ccccc2)c(=O)c1/C=N/NC(=O)C(C)C	-19.6	-0.9	11.8	3.7	nt	-4.1	20.5	0.1
CC(C)(C)c1ccc(C(=O)N2CCC2(C)C(=O)NCCC#N)cc1 (stereo unspecified)	-4.1	12.1	6.6	2.9	-0.1	5.9	12.6	-0.1
Cc1ccc(S(=O)(=O)N(C)C[C@@H]2Oc3ccc(NC(=O)Nc4ccccc4)cc3C(=O)N([C@H](C)CO)C[C@H]2C)cc1	-9.6	-0.7	nt	-5.8	-0.4	-2.3	-7.8	-0.5
Cc1ncc([N+](=O)[O-])n1CC(=O)NCCc1ccccc1	-8.0	-0.5	0.3	nt	nt	nt	-6.8	0.0
C[C@H](O)C#Cc1ccc2c(c1)O[C@H](CN(C)Cc1ccccn1)[C@H](C)CN([C@H](C)CO)S2(=O)=O	4.6	-12.6	nt	7.2	0.2	-2.9	-3.5	-1.2
Nc1nc2c(ccc3ccccc32)s1	-17.4	0.0	-9.1	nt	nt	nt	-53.7	0.3
O=C(C[C@H]1CC[C@H]2[C@@H](COC[C@H](O)CN2S(=O)(=O)c2cccc(Cl)c2)O1)Nc1ccccc1	-6.9	0.5	4.8	4.3	0.3	1.3	1.4	0.2
C[C@@H]1CN([C@H](C)CO)C(=O)c2cccc(NS(=O)(=O)c3ccc(F)cc3)c2O[C@H]1CN(C)Cc1ccc(C(F)(F)F)cc1	-8.2	4.8	nt	-13.4	-0.5	-5.1	10.7	-0.4
COc1ccc2c3c(n(C)c2c1)[C@H](CO)N(CC1CCOCC1)CC31CN(CC2CCOCC2)C1	0.4	2.6	nt	nt	-0.1	nt	-23.1	0.2

Laid out differently: entries from further up
Molecule,RAD52 anneal inh,S100A4 MyoIIA,FN deposition inh,RAD54 branch,E-sel inducer,esBAF inh,EWS-Fli block,Xi reactivation
Cc1ccc(S(=O)(=O)N(C)C[C@@H]2Oc3ccc(NC(=O)Nc4ccccc4)cc3C(=O)N([C@H](C)CO)C[C@H]2C)cc1,-9.6,-0.7,nt,-5.8,-0.4,-2.3,-7.8,-0.5
Cc1ncc([N+](=O)[O-])n1CC(=O)NCCc1ccccc1,-8.0,-0.5,0.3,nt,nt,nt,-6.8,0.0
C[C@H](O)C#Cc1ccc2c(c1)O[C@H](CN(C)Cc1ccccn1)[C@H](C)CN([C@H](C)CO)S2(=O)=O,4.6,-12.6,nt,7.2,0.2,-2.9,-3.5,-1.2
Nc1nc2c(ccc3ccccc32)s1,-17.4,0.0,-9.1,nt,nt,nt,-53.7,0.3
O=C(C[C@H]1CC[C@H]2[C@@H](COC[C@H](O)CN2S(=O)(=O)c2cccc(Cl)c2)O1)Nc1ccccc1,-6.9,0.5,4.8,4.3,0.3,1.3,1.4,0.2
C[C@@H]1CN([C@H](C)CO)C(=O)c2cccc(NS(=O)(=O)c3ccc(F)cc3)c2O[C@H]1CN(C)Cc1ccc(C(F)(F)F)cc1,-8.2,4.8,nt,-13.4,-0.5,-5.1,10.7,-0.4

A few values from the list.
`C=CCC1(C#N)C(=S)NC2=C(C(=O)CC(C)(C)C2)C1c1ccc(Br)cc1` (stereo unspecified) in FN deposition inh is entered as -0.2
`Cc1[nH]n(-c2ccccc2)c(=O)c1/C=N/NC(=O)C(C)C` in FN deposition inh is entered as 11.8
`Cc1ncc([N+](=O)[O-])n1CC(=O)NCCc1ccccc1` in EWS-Fli block is entered as -6.8
